APP 5'UTR act: APP 5'UTR luciferase reporter activation; actives 1% (n = 190,000); SH-SY5Y APP 5'UTR luciferase reporter, luminescence; zero percent = DMSO vehicle wells; activation, % at 2 µM; AID 1276;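 active = activation above a set limit, based on mean plus 3 SD of controls, cut at about 140% in these data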; also: values of inactives mirror those of a sister screen read the other way
NF-kB neuron act: NF-kB expression increase, human neuronal cells. NF-kB reporter expression; active compounds read high. fold change at 12.5 µM. actives 1.6% (n = 190,000). AID 1239; in the data active = fold change above about 3.3
HMGR II inh: inhibitors of class II HMG-CoA reductase from Enterococcus faecalis; purified E. faecalis HMGR, NADPH absorbance 340 nm kinetic; inhibition, % at 10 µM; actives 0.41% (n = 190,000);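 active = inhibition above a set limit, the median over all tested compounds plus 3 SD, cut at about 9.5% in these data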;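 also: enzyme runs in reverse so mevalonate oxidation gives rising NADPH absorbance; 0% = complete reaction with DMSO and 100% = background rate lacking mevalonate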
Hsp70 act: Hsp70 transcriptional activation, primary screen. HeLa Hsp70 promoter luciferase reporter, luminescence; scaled: vehicle 0, proteasome-inhibitor control 100%. actives 0.04% (n = 200,000). activation, % at 10 µM;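 active = activation above the mean across all tested compounds plus 3 SD, cutoff set per campaign, cut at about 5.5% in these data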;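 also: 100% = MG132 at 30 µM as the positive control and 0% = DMSO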
STAT3 blocker: STAT3 signaling inhibition; actives 0.89% (n = 190,000); U3A cells, IL-6 STAT3-luciferase reporter, luminescence; host cell line lacks STAT1; inhibition, % at 5.5 µM;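 active = inhibition above the mean inhibition across all screened compounds plus 3 SD, cut at about 44% in these data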;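 also: 0% = DMSO only wells and 100% = 100 µM nifuroxazide control wells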
TLR4-MyD88 BLA: TLR4-MyD88 interaction inhibition in cells. O00206+Q99836. HeLa CL3-4 TLR4/MyD88 BLA complementation, FRET ratio. inhibition, % at 8.4 µM. actives 0.18% (n = 200,000). AID 861; in the data active = inhibition above about 25%;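 also: 0% = vehicle and 100% = reference inhibitor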
Target sequence (O00206 whole entry, looked up): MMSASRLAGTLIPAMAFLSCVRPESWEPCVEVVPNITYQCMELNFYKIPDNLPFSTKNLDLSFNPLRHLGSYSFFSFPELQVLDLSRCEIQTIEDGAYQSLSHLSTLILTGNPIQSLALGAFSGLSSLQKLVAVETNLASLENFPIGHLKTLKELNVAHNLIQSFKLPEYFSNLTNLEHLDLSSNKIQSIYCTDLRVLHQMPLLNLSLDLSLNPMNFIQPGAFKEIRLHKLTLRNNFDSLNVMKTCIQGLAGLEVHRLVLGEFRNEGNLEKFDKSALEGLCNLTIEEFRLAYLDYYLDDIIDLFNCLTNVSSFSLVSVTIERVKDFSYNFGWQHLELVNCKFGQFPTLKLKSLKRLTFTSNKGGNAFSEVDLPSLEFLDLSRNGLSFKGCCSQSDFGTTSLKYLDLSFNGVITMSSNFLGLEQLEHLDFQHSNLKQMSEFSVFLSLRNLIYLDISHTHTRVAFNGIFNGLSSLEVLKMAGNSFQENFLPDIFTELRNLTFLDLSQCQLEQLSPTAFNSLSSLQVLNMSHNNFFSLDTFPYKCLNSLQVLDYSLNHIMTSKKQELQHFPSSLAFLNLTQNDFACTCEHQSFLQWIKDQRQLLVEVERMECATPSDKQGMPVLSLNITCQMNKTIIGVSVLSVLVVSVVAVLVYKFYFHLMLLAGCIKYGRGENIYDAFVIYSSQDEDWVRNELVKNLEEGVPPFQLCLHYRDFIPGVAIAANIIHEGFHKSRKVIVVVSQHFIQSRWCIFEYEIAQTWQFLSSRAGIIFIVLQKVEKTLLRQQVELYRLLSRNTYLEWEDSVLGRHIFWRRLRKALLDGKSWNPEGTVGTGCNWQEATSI
Target sequence (Q99836 whole entry, looked up): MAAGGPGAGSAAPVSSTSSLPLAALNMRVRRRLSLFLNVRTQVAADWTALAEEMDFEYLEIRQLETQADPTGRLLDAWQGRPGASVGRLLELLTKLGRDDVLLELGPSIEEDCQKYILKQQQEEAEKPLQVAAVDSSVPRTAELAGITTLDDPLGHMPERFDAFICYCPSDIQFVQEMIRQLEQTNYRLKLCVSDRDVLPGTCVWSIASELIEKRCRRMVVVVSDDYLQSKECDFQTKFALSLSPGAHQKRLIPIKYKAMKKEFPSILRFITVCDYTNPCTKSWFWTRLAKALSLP
DTT redox prof: compounds producing H2O2 with reducing agent – biochemical, NIH compound library profiling, artefact control for MLSCN library redox annotation, primary screen; DTT-dependent redox cycling H2O2, phenol red/HRP absorbance; 100% = 100 µM peroxide control, 0% = buffer; activation, % at 10 µM; actives 0.03% (n = 200,000); AID 878;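 active = activation of at least 50% relative to the plate's high and low controls in the primary single-dose screen; inactive = activation below 50%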;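 also: compound incubated with DTT at 0.8 mM final as the reducing agent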
STAT3 activator: increases IL-6 driven STAT3 reporter signal | U3A cells, IL-6 STAT3-luciferase reporter, luminescence; 100% = signal with IL-6 EC80 alone | activation (% of control), % at 5.6 µM | actives 0.91% (n = 190,000) | AID 871;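 active = activation above the screen-wide mean of compound activation plus 3 SD, cut at about 130% in these data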;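 also: 0% = background luminescence of wells with medium and substrate only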
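system = STAT3-luciferase reporter U3A cells | reagent = IL-6 stimulus at 33 ng/mL final | timing = 1 h compound pre-exposure, 6 h IL-6 stimulation, 37 °C | measured by = luminescence | evaluation = % activation versus median of IL-6-stimulated wells | control set = IL-6-only wells as 100% reference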
STAT1 inh: reduces IFN-gamma driven STAT1 reporter signal | NIH 3T3 STAT1-luciferase reporter, luminescence | inhibition, % at 5.5 µM | actives 0.35% (n = 200,000);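 active = inhibition above a set limit, the mean inhibition across all tested compounds plus 3 SD, cut at about 34% in these data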;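 also: 0% = IFN-gamma with DMSO and 100% = IFN-gamma with 300 µM nifuroxazide; values of inactives mirror those of a sister screen read the other way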
STAT1 act: activators of IFN-gamma induced STAT1 signaling. NIH 3T3 STAT1-luciferase reporter, luminescence; 100% = IFN-gamma alone, no compound. activation (% of control), % at 5.5 µM. actives 2.6% (n = 200,000);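 active = activation above the screen-wide mean activation plus 3 SD, cut at about 130% in these data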;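 also: raw ratio to IFN-gamma control signal so 100% means no change and 0% no light; values of inactives mirror those of a sister screen read the other way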
Numbers without * were called inactive; x = no result given.

Molecule	APP 5'UTR act	NF-kB neuron act	HMGR II inh	Hsp70 act	STAT3 blocker	TLR4-MyD88 BLA	DTT redox prof	STAT3 activator	STAT1 inh	STAT1 act
CC(=O)Nc1ccc(C(=O)Nc2nc(-c3cccnc3)cs2)cc1	19	0.9	2	0.0	4	1	0.7	104	4	95
CCOC(=O)CCNC(=O)CNC(=O)OCc1ccccc1	2	0.98	-2	-0.4	-2	3	-5.0	105	-1	101
COc1cc([N+](=O)[O-])ccc1NC(=O)C[n+]1cccc(C(C)=O)c1	13	1.1	4	-0.1	3	1	-1.7	100	-4	104
CN(C)S(=O)(=O)c1cccc(NC(=O)COC(=O)CCC(=O)c2cccs2)c1	0	1.3	-11	-0.2	-6	6	-3.2	105	6	94
Cc1ccc(S(=O)(=O)CCCS(=O)(=O)c2ccc(C)cc2)cc1	17	1.2	11*	-0.2	11	-5	4.4	96	7	93
NC(=O)C[C@@H]1NC(=O)c2cc([N+](=O)[O-])cc(F)c2NCCCC[C@@H](C(N)=O)NC(=O)[C@H](CO)NC1=O	-4	1.3	-7	-0.4	-2	-6	-0.7	99	8	93
O=[N+]([O-])c1nn(-c2ccc3c(c2)OCCO3)n(O)c1=NCc1ccccc1Cl	32	2.5	-5	0.3	1	-2	-3.9	104	-52	146*
Cc1onc(-c2ccccc2Cl)c1C(=O)Nc1ccc(-n2nncc2C(C)(C)C)cc1	3	0.92	0	-0.1	2	3	-0.3	102	-7	106
CCc1cc2cc(C)cc(C)c2[nH]c1=S	21	1.2	5	0.1	17	-8	0.5	92	-5	103
O=C(Cn1cnc2c(nnn2Cc2ccc(Cl)cc2)c1=O)NC1CCCC1	1	0.93	-1	-0.3	9	-2	2.2	101	11	90
CC(=O)Nc1ccc(NC(=O)c2c(C)nn(-c3ccccc3)c2Cl)cc1C	6	1.2	-4	0.0	-12	-5	0.0	112	2	97
COC(=O)c1ccc(CN2C(=O)NC3(CCC(C)CC3)C2=O)cc1 (stereo not drawn)	13	0.98	-3	0.1	-21	7	0.2	122	-28	122
Cc1cc(NCc2ccncc2)ccc1Br	-13	1.5	-2	-0.1	18	-1	-0.3	89	-4	104
Oc1ccc2ccccc2c1C=Nc1ccc(N2CCOCC2)cc1	0	1.6	-1	-0.2	27	-4	-0.1	82	-4	104
COc1nnc(-c2ccc(N3CCCCC3)c(NC(C)=O)c2)c2ccccc12	-6	0.84	0	-0.2	12	12	0.1	95	3	97
Cc1cc(NC(=O)COc2ccc(N(C)S(=O)(=O)c3ccccc3)cc2)no1	-17	1.1	-5	0.0	4	-4	-3.1	99	6	94
Cc1cccc(C)c1NC1=C(Cl)C(=O)OC1OC(C)C (stereo not drawn)	1	0.94	1	-0.3	-2	-3	0.0	100	4	97
CC(CC(=O)NC1CCCC1)c1ccccc1 (stereo not drawn)	0	1	2	-0.2	9	-13	2.3	96	2	98
Cc1ccc(OCCCNCCO)c(Br)c1	5	0.96	2	1.1	14	-1	-0.2	92	-5	104
CC1CC(C)CN(CCCNC(=O)CCNC(=O)Cn2ccc3ccccc3c2=O)C1 (stereo not drawn)	17	1.1	-3	0.8	-4	6	0.0	101	5	95
O=C(Cn1cnc2c(cnn2-c2ccc(F)cc2)c1=O)N1CCN(c2ccccc2F)CC1	9	1.1	-6	-0.3	9	4	-0.7	95	5	96
C=C(C)c1cccc(C(C)(C)NC(=O)N2CCN(C)CC2)c1	21	0.96	0	-0.1	-5	9	0.2	107	2	95
Cc1cccc(NC(=O)CSc2nnc(CSc3nc(C)cc(C)n3)o2)c1	15	1.3	-2	0.0	4	-6	-0.2	100	-8	107
C=CCn1c(SCC(=O)Nc2ncc(Cc3cc(Cl)ccc3Cl)s2)nnc1-c1ccncc1	10	1	-2	-0.2	7	-2	-7.8	95	1	99
Cn1c(N)c(C(=O)COC(=O)c2ccccc2NCc2ccco2)c(=O)n(C)c1=O	24	0.95	-6	0.0	2	5	-0.3	100	-8	106
COc1ccc(CCNC(=O)CSc2n[nH]c(C)c2[N+](=O)[O-])cc1OC	0	1.4	-3	0.1	3	-26	-0.4	106	-9	106
Cc1cc(C)c(C#N)c(SCS(=O)Cc2ccccc2)n1 (stereo not drawn)	-10	1.1	1	0.3	10	-2	-0.7	92	-1	101
CCCCNc1nc2ccccc2nc1NS(=O)(=O)c1cccs1	-1	1.1	-2	-0.1	3	2	1.2	99	0	100
COc1ccccc1NC(=O)COC(=O)C12CC3CC(CC(Cl)(C3)C1)C2	-2	0.96	-5	0.3	-1	-19	-0.6	110	-4	104
CCc1c(C(=O)c2ccc(Cl)cc2)oc2c(C)c3oc(=O)cc(C)c3cc12	7	1.6	1	0.1	-5	10	15	105	6	95
COc1ccc(CN(Cc2nc3ccccc3c(=O)[nH]2)C(=O)C(C)(C)C)cc1	-4	2.2	-3	-0.1	2	-1	0.9	105	6	95
CCOC(=O)c1cc(C)sc1NC(=O)c1ccc(Cl)s1	-6	0.92	-4	-0.2	13	-6	-1.4	91	0	100
COc1ccc(CCNC(=O)CSc2nncn2N)cc1OC	2	1	0	-0.2	5	7	1.8	99	-1	101
O=C(Cc1cccs1)N(c1ccccc1)C1C=CS(=O)(=O)C1 (stereo not drawn)	16	1.2	-5	0.3	4	12	0.2	100	4	96
Cc1ccc(-c2nnn(CC(=O)N(CCO)C(C(=O)NC(C)(C)C)c3ccncc3)n2)cc1 (stereo not drawn)	10	0.98	-7	-0.3	-9	-17	2.1	107	2	98
O=C(CN1CCCC1)NCC1(c2ccccc2)CCOCC1	4	1.1	-4	-0.3	6	-2	2.2	103	0	100
CCOc1ccc(OCC)c(Nc2cc(C)nc3nc(C)nn23)c1	-19	1.3	-3	-0.1	-3	4	-0.5	102	0	100
O=C(Nc1cccnc1)c1ccc(C(=O)Nc2cccnc2)cc1	1	0.87	1	-0.1	6	-2	-0.3	97	-1	100
Cc1onc(-c2ccccc2Cl)c1C(=O)NCCN1Cc2ccccc2C1=O	1	1	-6	-0.3	2	-2	0.2	102	-5	104
CC(C)=CCC(C)(C)C1OCCN1C(=O)c1ccccc1 (stereo not drawn)	-7	0.97	-2	-0.1	4	7	-1.0	102	9	92
COc1cccc(/C=N/Nc2ncnc3scc(-c4ccccc4)c23)c1O	-89	0.69	3	-0.5	14	-7	0.8	91	-7	106
CCn1c(COc2ccccc2)nnc1SCC(=O)NC1CCCCC1	-4	1.1	-7	-0.2	-3	-7	-3.4	107	-2	102
COC(=O)CNC(=O)c1c(-c2c(Cl)cccc2Cl)noc1C	3	1.1	2	-0.1	3	-5	0.6	101	0	100
Cc1cc(C)c2nc(N3CCC(C(=O)NCCCN4CC(C)CC(C)C4)CC3)sc2c1 (stereo not drawn)	-20	1	1	0.2	-7	-7	-0.4	108	-21	118
O=C(CC1CCCCC1)NCc1cn2ccsc2n1	-22	1.1	-1	-0.2	8	12	0.5	98	-2	102
CCOC(=O)c1c(NC(=O)c2ccnn2C)sc(C)c1C	4	0.98	0	-0.1	27	-10	1.0	79	7	94
CC(=O)NC(Cc1cccc(C)c1)C(=O)NC1CCN(c2ncccc2[N+](=O)[O-])CC1 (stereo not drawn)	1	0.93	1	-0.1	-4	1	0.3	103	7	94
Cc1ccc(S(=O)(=O)N(C)c2ccc(OCC(=O)Nc3nc4c(ccc5ccccc54)s3)cc2)cc1	-6	0.85	-4	-0.1	0	-7	0.6	103	11	91
CC(=O)N1C(=O)C2(C(C#N)=C(N)Oc3c2c(C)nn3-c2ccccc2)c2ccccc21 (stereo not drawn)	-3	1.1	1	-0.4	3	9	0.1	101	18	84
C[C@H](N)c1nnc(SCc2ccc(Cl)cc2Cl)o1	x	0.99	0	0.1	4	2	3.2	101	-7	106
Cc1cc(C)nc(SCC2COc3ccccc3O2)n1 (stereo not drawn)	12	1.5	-5	0.5	20	-13	-0.4	83	-9	108
Cc1ccc(-n2cc(CNCC3CC(=O)N(C4CC4)C3)c(-c3cccc(C)c3)n2)cc1 (stereo not drawn)	-1	0.99	-9	-0.1	31	4	0.9	81	-14	112
CCCn1nnnc1NC(=O)c1cccs1	-3	1.4	-6	-0.2	1	-10	-3.5	104	8	93
Cc1nc2ccc(N=NC3=C(O)CC(C)(C)CC3=O)cc2s1	37	1.2	-5	0.1	-20	5	0.6	117	-4	104
CCOc1ccc(-c2csc(C3COc4ccccc4O3)n2)cc1 (stereo not drawn)	-5	x	x	0.8	18	-3	3.3	93	-26	123
CCn1c(SCC(=O)Nc2ccc(S(=O)(=O)Nc3onc(C)c3C)cc2)nnc1-c1ccccc1	2	1.2	0	-0.3	2	1	0.3	99	3	97
CC(C)(C)NC(=O)NC(=O)COC(=O)c1nc(-c2ccccc2)n(-c2cccc(C(F)(F)F)c2)n1	-6	1.1	-1	-0.2	-6	16	-0.2	103	-1	104
Cc1nnnn1CC(=O)Nc1ccccc1[N+](=O)[O-]	1	0.93	0	-0.2	-4	-19	-0.2	105	-4	103
O=C(NNC1=NCCCCC1)Nc1cccc(Cl)c1	58	1.1	1	0.2	2	5	-2.9	104	-40	136*
COc1ccc(OC)c(/C=N/N=C2\SCC(=O)N2Cc2ccco2)c1	-15	1.1	5	-0.3	7	3	0.3	97	-4	104

(continued)
Molecule	APP 5'UTR act	NF-kB neuron act	HMGR II inh	Hsp70 act	STAT3 blocker	TLR4-MyD88 BLA	DTT redox prof	STAT3 activator	STAT1 inh	STAT1 act
CCOC(=O)C/C(C)=N/NC(=O)CNc1cccc(Cl)c1C	11	1.2	-2	0.4	6	4	-0.3	99	1	96
COc1ccc(-c2nnc(SCC(=O)N3CCOCC3)o2)cc1OC	-3	1.1	1	-0.2	6	-5	-2.2	95	0	101
Cc1ccc(C(=O)Nc2ccc(Cl)cn2)cc1S(=O)(=O)N1CCOCC1	-1	0.86	4	-0.1	1	3	3.0	103	-11	110
CCc1ccc(S(=O)(=O)NCc2csc(C)n2)s1	12	1	-6	-0.5	12	-9	-0.1	91	17	84
Cc1cc(C(=O)OCC(=O)N2CCc3ccccc32)c(C)o1	52	2	6	-0.1	1	-6	-1.9	103	-15	116
O=C(CN1C(=O)NC(c2ccccc2)(c2ccccc2)C1=O)Nc1cccnc1Cl	1	0.97	-3	-0.1	6	-8	-1.0	99	7	93
CCOC(=O)c1ccc(S(=O)(=O)N2CCN(CC3CC=CCC3)CC2)cc1 (stereo not drawn)	-5	1.2	-1	0.1	1	7	3.0	104	7	93
Cc1nn(-c2ccccc2)c(C)c1C(=O)Nc1nnc(-c2ccco2)o1	8	1	-1	-0.5	9	6	-0.1	99	3	98
Cc1ccc(N2CC(C(N)=O)CC2=O)cc1 (stereo not drawn)	9	0.95	-4	-0.3	4	20	-0.4	100	-19	118
